Assay outcomes from PubChem.
pPAFAH inh: pPAFAH enzyme inhibitors, primary screen, biochemical, fluorescence polarization, human; AID 463082, 2010; recombinant pPAFAH, FP-rhodamine probe fluorescence polarization; inhibition, % at 3.39 µM; 1.5% of 330,000 active; Platelet-activating factor acetylhydrolase (Homo sapiens), Q13093;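 active = inhibition above the mean inhibition across the screen plus 3 SD, cut at about 25% in these data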;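 note: inhibitors block binding of the rhodamine activity-based probe so polarization drops; 0% = enzyme with DMSO and 100% = wells lacking pPAFAH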
LYPLA2 inh: LYPLA2 inhibitors, primary screen, counter-screen for PME1 inhibitor project, biochemical, fluorescence polarization, FP-Rh probe ABPP; 0.38% of 320,000 active; recombinant LYPLA2; inhibition, % at 5.9 µM; AID 2177, 2009;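 active = inhibition above the screen-wide mean plus 3 SD, limit set per campaign, cut at about 26% in these data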;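 note: 0% = LYPLA2 with DMSO and 100% = wells lacking LYPLA2 enzyme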
Target sequence (O95372 whole entry, looked up): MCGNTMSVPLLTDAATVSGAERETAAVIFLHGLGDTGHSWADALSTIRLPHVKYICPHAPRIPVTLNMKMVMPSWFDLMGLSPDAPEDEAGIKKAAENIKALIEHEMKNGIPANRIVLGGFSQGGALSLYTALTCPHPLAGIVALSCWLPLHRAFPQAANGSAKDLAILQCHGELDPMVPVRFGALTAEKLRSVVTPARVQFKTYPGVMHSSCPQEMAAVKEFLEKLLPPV
GSTO1 counter: inhibitors of recombinant GSTO1, primary screen, counter-screen for RBBP9 inhibitor project, biochemical, fluorescence polarization. 1.1% of 300,000 active. inhibition, % at 5.96 µM. activity-based probe fluorescence polarization;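 active = inhibition above the campaign mean inhibition plus 3 SD, cut at about 35% in these data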;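 note: 0% = GSTO1-1 with DMSO and 100% = wells lacking GSTO1-1 enzyme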
Target sequence (P78417 whole entry, looked up): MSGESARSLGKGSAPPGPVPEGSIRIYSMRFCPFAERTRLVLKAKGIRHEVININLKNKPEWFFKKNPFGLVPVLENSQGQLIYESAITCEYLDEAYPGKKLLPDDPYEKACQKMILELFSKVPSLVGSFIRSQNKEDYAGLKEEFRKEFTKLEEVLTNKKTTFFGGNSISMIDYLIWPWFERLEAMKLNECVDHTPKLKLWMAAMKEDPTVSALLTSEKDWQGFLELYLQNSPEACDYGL
PAFAH2 inh: PAFAH2 enzyme inhibitors, primary screen, biochemical, fluorescence polarization, human; AID 492956, 2010; inhibition, % at 3.39 µM; recombinant PAFAH2, FP-rhodamine activity probe; 0.99% of 340,000 active; Platelet-activating factor acetylhydrolase 2, cytoplasmic (Homo sapiens), Q99487;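 active = inhibition above the mean over all tested compounds plus 3 SD, cut at about 30% in these data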;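 note: inhibitors block probe labeling of enzyme so polarization drops; 0% = enzyme with DMSO and 100% = wells lacking PAFAH2 protein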
PREPL inh: PREPL enzyme inhibitors, primary screen, biochemical, fluorescence polarization; recombinant PREPL, fluorescence polarization activity-based probe; inhibition, % at 5.96 µM; 0.68% of 320,000 active; in the data active = inhibition above about 43%;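 note: 0% = enzyme with DMSO and 100% = wells lacking enzyme; many of its hits are not listed in these tables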
PAD4 inh: human PAD4 inhibitors, primary screen, biochemical, fluorescence polarization, 1536-well format. AID 485272, 2010. 0.41% of 330,000 active. inhibition, % at 6.36 µM. recombinant PAD4, RCA probe fluorescence polarization;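 active = percent inhibition above a cutoff equal to the mean of all tested compounds plus 3 SD, cut at about 15% in these data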;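 note: 0% = PAD4 with RCA probe and DMSO and 100% = probe without PAD4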
PAFAH1B2 FP inh: PAFAH1B2 enzyme inhibitors, primary screen, biochemical, fluorescence polarization, human | Platelet-activating factor acetylhydrolase IB subunit alpha2 (Homo sapiens), P68402 | recombinant PAFAH1B2, FP-rhodamine activity probe | inhibition, % at 3.39 µM | 1.2% of 340,000 active | AID 492953, 2010;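 active = inhibition above the mean of all tested compounds plus 3 SD, cut at about 24% in these data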;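 note: 0% = enzyme with DMSO and 100% = wells lacking PAFAH1B2; many of its hits are not listed in these tables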
LYPLA1 counter: LYPLA1 inhibitors, primary screen, counter-screen for PME1 inhibitor project, biochemical, fluorescence polarization, FP-Rh probe ABPP | recombinant LYPLA1 | 0.16% of 320,000 active | inhibition, % at 5.9 µM;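 active = inhibition above the mean of all tested compounds plus 3 SD, set per campaign, cut at about 14% in these data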;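 note: inhibitors block serine hydrolase probe labeling of LYPLA1 so polarization falls; 0% = enzyme with DMSO and 100% = wells lacking LYPLA1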
Target sequence (O75608 whole entry, looked up): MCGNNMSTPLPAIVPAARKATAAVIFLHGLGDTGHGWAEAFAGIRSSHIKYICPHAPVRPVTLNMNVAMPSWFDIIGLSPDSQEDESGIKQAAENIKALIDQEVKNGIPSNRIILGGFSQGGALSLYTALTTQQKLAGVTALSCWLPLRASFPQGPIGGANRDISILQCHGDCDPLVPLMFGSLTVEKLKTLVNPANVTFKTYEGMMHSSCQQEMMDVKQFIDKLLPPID
PAFAH1B3 FP inh: PAFAH1B3 enzyme inhibitors, primary screen, biochemical, fluorescence polarization, human; Platelet-activating factor acetylhydrolase IB subunit alpha1 (Homo sapiens), Q15102; recombinant PAFAH1B3, FP-rhodamine probe; inhibition, % at 3.39 µM; 0.28% of 340,000 active; AID 492972, 2010;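 active = inhibition above the screen-wide average of all tested compounds plus 3 SD, cut at about 25% in these data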;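 note: 0% = enzyme with DMSO only and 100% = wells lacking PAFAH1B3 protein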
Target sequence (Q15102 whole entry, looked up): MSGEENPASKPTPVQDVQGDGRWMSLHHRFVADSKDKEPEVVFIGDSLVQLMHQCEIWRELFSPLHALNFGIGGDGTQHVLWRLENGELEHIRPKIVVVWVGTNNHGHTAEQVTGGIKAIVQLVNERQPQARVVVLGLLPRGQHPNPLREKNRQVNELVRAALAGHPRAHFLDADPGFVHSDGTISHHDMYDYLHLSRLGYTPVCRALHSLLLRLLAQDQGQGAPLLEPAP
* hit, by the source's call; · = not tested or not shown. Only part of the results is shown, so the mix of outcomes need not match the whole.

SMILES	pPAFAH inh	LYPLA2 inh	GSTO1 counter	PAFAH2 inh	PREPL inh	PAD4 inh	PAFAH1B2 FP inh	LYPLA1 counter	PAFAH1B3 FP inh
CCOC(=O)C1CCCN(c2c(NCCCN(C)Cc3ccccc3)c(=O)c2=O)C1 (configuration not stated)	-3.1	3.2	2.4	-1.5	19.5	-2.2	3.6	2.4	1.1
CCOC(=O)N1CCN(C(=O)CN(Cc2ccc(Cl)cc2)S(C)(=O)=O)CC1	-4.0	4.6	8.8	10.0	16.3	1.0	3.6	0.5	7.4
CCS(=O)(=O)N1CCc2cc(OC)c(OC)cc2C1	1.0	8.2	7.8	-14.8	2.3	-0.3	3.0	0.5	-4.6
CC(C)Cc1cc(C(=O)Nc2cc(Cl)ccc2Cl)no1	0.1	4.8	1.7	-7.3	0.9	-1.1	-4.6	5.3	10.1
O=C(NCc1ccc(F)cc1)C(Cc1ccccc1)n1cccc1 (configuration not stated)	1.4	9.2	18.5	-0.9	-8.1	2.3	8.3	5.2	5.8
c1ccc(CN2CCN(c3nc4ccccc4n4cnnc34)CC2)cc1	2.8	8.0	-5.5	4.9	4.7	-1.1	7.8	4.0	1.2
O=C(CN1CCOc2ccccc21)NC1CCN(Cc2ccccc2)CC1	-1.0	0.6	-4.1	3.4	9.6	-5.9	-0.7	5.1	-5.4
O=C(O)/C(=C\c1cccs1)c1ccccc1	0.2	1.7	0.2	-1.4	-6.7	7.0	6.3	2.0	5.2
CCOc1ccc2c(c1)sc1nc(C(=O)OC)cc(=O)n12	1.3	2.6	6.3	-2.2	8.3	-0.6	2.5	2.5	-0.7
COCCCNC(=O)NC(=O)c1ccccc1	2.8	3.6	3.9	-10.0	1.2	3.4	-1.4	-1.9	2.1
COc1cccc(CC(NC(C)=O)C(=O)NC2CCN(c3c4c(nc5ncnn35)CCC4)CC2)c1OC (configuration not stated)	1.0	-0.3	2.1	·	4.1	1.9	·	1.3	·
O=C1c2ccc(-c3ccc(F)cc3OCc3ccccc3)cc2S(=O)(=O)c2cccc(C(=O)N3CCN(c4ncc(Br)cn4)CC3)c21	42.8*	·	·	-5.6	18.1	3.2	-4.0	·	-7.8
O=C(NCCCN1CCOCC1)c1cc(-c2ccc(F)cc2)no1	6.0	-1.4	-3.7	4.8	12.0	-2.2	5.1	-2.7	-1.5
O=C(NC1CCN(Cc2ccc(Cl)cc2Cl)CC1)c1ccccc1	5.0	3.1	8.2	6.4	20.3	2.2	10.9	1.4	6.7
COCCN(C(=O)CSc1nnc(-c2cccc(C)c2)n1C)c1c(N)n(Cc2ccccc2)c(=O)[nH]c1=O	0.4	5.6	-1.4	-3.8	1.4	4.0	3.3	5.0	2.6
COc1ccc(CCN2CC(C(=O)NCc3cccc4[nH]ccc34)CCC2=O)cc1 (configuration not stated)	2.9	9.9	-2.7	2.1	9.1	-3.0	2.5	-1.4	11.0
Clc1ccc(OCc2cc(-c3ccccc3)no2)cc1Cl	-7.8	-9.4	-2.7	2.8	7.6	-5.0	3.0	-8.7	13.1
CN1CCN(c2ccncc2S(=O)(=O)N2CCCCC2)CC1	-2.0	4.1	-0.8	-7.6	-6.8	-3.7	-3.8	-1.5	6.4
CC1(C)N=C(c2ccccc2)C(=O)N1	-4.4	-4.4	-0.9	-4.2	-0.7	2.0	1.6	-1.8	0.6
Cn1c(=O)c2c(nc(NCCO)n2CCc2ccccc2)n(C)c1=O	1.7	-0.3	-3.1	7.3	4.3	0.3	-0.4	-3.8	4.4
COC(=O)c1cc(CN2C(=O)c3ccccc3C2=O)c(O)c([N+](=O)[O-])c1	4.5	-4.4	4.5	3.7	8.5	2.3	-0.3	0.1	7.0
CCC(CC)C(=O)OCC(=O)Nc1cccc([N+](=O)[O-])c1	2.5	6.2	-2.0	36.1*	7.6	1.6	-1.0	3.9	4.8
Cc1sc(N)c(C#N)c1C	6.7	3.3	11.5	-6.0	0.7	-0.2	0.4	4.4	-0.3
COc1ccc(OC)c(-n2c(C)cc(C=O)c2C)c1	5.6	5.0	7.7	5.3	-0.4	-4.1	2.7	2.6	-0.6
Cc1ccc(OCC(=O)NCCNC(=O)c2ccccn2)cc1	-1.0	0.9	-1.7	3.2	-1.1	1.4	2.8	2.6	-5.8
CCC1=NN(C(=O)c2ccc(Cl)cc2)C(O)(c2ccccc2)C1 (configuration not stated)	0.3	-1.4	2.6	-6.3	2.5	0.8	0.9	-0.7	2.5
COc1ccc(-c2nnc(OCc3ccccc3)c3ccccc23)cc1	15.3	-4.0	-9.1	-0.2	-54.4	-4.3	2.8	-5.2	8.0
Cc1cc(NC(=O)c2cc(Cl)ccc2Cl)no1	5.6	4.2	-1.4	1.9	4.6	-0.5	8.0	-2.2	8.8
CCCCC[C@H](O)/C=C/[C@H]1[C@H](O)CC(=O)[C@@H]1CCCCCCC(=O)O	1.0	0.2	13.7	·	31.6	2.2	·	-4.1	·
COc1ccc(CCNS(=O)(=O)c2cc3c4c(c2)C(C)C(=O)N4CCC3)cc1OC (configuration not stated)	4.1	-3.5	2.6	27.3	1.9	-1.7	1.1	-3.5	5.3

Taken from above.
For LYPLA2 inh, CN1CCN(c2ccncc2S(=O)(=O)N2CCCCC2)CC1 is entered as 4.1
For PAFAH1B2 FP inh, CC1(C)N=C(c2ccccc2)C(=O)N1 is entered as 1.6

Additional compounds
SMILES	pPAFAH inh	LYPLA2 inh	GSTO1 counter	PAFAH2 inh	PREPL inh	PAD4 inh	PAFAH1B2 FP inh	LYPLA1 counter	PAFAH1B3 FP inh
CS(=O)(=O)N(CC(=O)NCCSCc1ccccc1)c1ccc2c(c1)OCO2	-1.9	0.1	0.9	9.0	-2.1	-3.5	6.6	1.4	0.6
Cc1oc(/N=C/c2cccc3ccccc23)c(C#N)c1C	4.3	-0.2	0.8	-5.2	-1.4	2.9	7.1	-0.4	2.5
COC(=O)C(CC(=O)c1ccc(C)cc1)n1cccn1 (configuration not stated)	-2.7	-0.1	-4.5	5.6	-7.4	1.8	1.8	2.4	6.9
O=C(NNC(=O)C1CCN(Cc2cccc(F)c2)CC1)c1cccs1	5.0	3.0	-5.8	2.7	-0.3	-1.9	6.0	-2.1	14.2
COc1ccc(NC(=O)c2cc(C)n(Cc3cccs3)c2C)cc1	23.8	-6.9	-2.1	·	2.0	-2.9	·	-1.2	·
COc1cc2nc(N3CCN(C(=O)OCc4ccccc4)[C@H](C(=O)NC(C)(C)C)C3)nc(N)c2cc1OC	4.7	0.8	2.1	1.9	8.3	2.6	-9.7	-3.4	-6.6
O=C(O)C1CSC2(c3ccc4c(c3)OCCO4)CCC(=O)N12 (configuration not stated)	4.8	0.9	-1.5	0.0	6.4	0.5	-0.2	0.7	2.0
COc1cc(NC(=O)c2ccccc2F)ccc1NC(=O)c1ccccc1Cl	4.6	4.2	-5.1	10.7	10.9	0.1	-0.8	-1.1	4.2
COc1cc(SC)ccc1C(=O)Nc1ccc2ncccc2c1	1.0	-2.4	-9.1	2.8	-5.8	2.2	0.8	-2.9	1.7
NS(=O)(=O)c1ccc(CCNC(=O)CCc2nc3ccccc3s2)cc1	-10.3	-7.1	-3.7	5.7	10.8	1.9	1.5	-2.8	-4.0
O=C(Nc1cccc2c1CCCC2)c1cc([N+](=O)[O-])cc([N+](=O)[O-])c1	5.5	6.3	3.0	-4.6	2.3	0.1	5.8	3.7	-3.8
O=C(NCc1ccccn1)c1cc2ccccc2oc1=O	1.9	-4.1	6.2	1.4	13.7	1.0	3.4	-1.9	5.7
COc1cc(OC)cc(C(=O)Nc2ccc([N+](=O)[O-])cn2)c1	2.8	-0.2	3.6	-1.8	3.0	5.3	6.7	-6.0	12.1
COC(=O)CCc1nc2ccccc2[nH]c1=O	-2.3	4.2	8.8	2.7	15.8	-0.6	1.5	5.1	12.2
Cc1ccc2c(cnn2C(=O)CCCC(=O)NCc2cccc(F)c2)c1	1.4	-0.8	-1.4	0.9	-25.3	-6.6	0.8	-1.1	2.3
CCOC(=O)NCCc1c(C)nc2c(c(C)nn2C(C)(C)C)c1C	2.9	2.4	6.0	10.7	-5.1	-3.2	1.9	1.9	4.8
COc1cccc(OC)c1OCCNC(C)(C)C	0.2	-11.9	3.9	-7.4	18.7	3.1	4.9	-5.8	5.5
Cc1ccc(C)c(S(=O)(=O)N2CCCOC2CNC(=O)C(=O)NCCc2ccccc2)c1 (configuration not stated)	2.7	2.5	-0.8	-4.8	13.2	1.7	12.5	-2.9	2.8
Cc1ccc(/C=C2\SC(=S)N(NS(=O)(=O)c3ccc(C)cc3)C2=O)cc1	1.5	-2.5	30.0	9.2	-4.5	-4.5	5.4	1.2	9.5
Cc1cc(C)n(-c2ccc(C(=O)NCC(=O)Nc3cc(Cl)ccc3Cl)cc2)n1	1.6	·	·	-0.8	-12.9	-1.0	0.9	·	3.3
O=C(CSc1ccccc1F)Nc1ccc2c(c1)OCO2	2.4	·	·	4.0	14.1	-1.6	7.1	·	3.9
O=C(NNC1=Nc2cccc3cccc1c23)c1ccc(Br)cc1	8.4	-14.9	-4.4	·	-0.5	-3.0	·	-4.7	·
CCOC(=O)/C(C(C)=O)=C1/OC(=O)c2ccccc21	1.3	-2.4	2.3	4.5	2.8	2.2	2.4	-0.8	0.3
Cc1ccc(C2OCC3(CO2)COC(c2ccc(C)cc2)OC3)cc1 (configuration not stated)	2.0	-1.6	0.7	10.5	-1.3	-1.3	-0.8	-2.1	3.5
Cc1cc(C)c(NC(=S)NC(=O)c2ccc(-c3ccccc3)cc2)c(C)c1	2.2	6.0	-4.8	-8.8	15.3	1.4	0.9	-1.9	-4.4
O=C(CSc1n[nH]c(-c2ccccc2O)n1)NC1CCCCC1	5.5	0.7	15.1	18.3	14.2	-0.1	1.8	3.8	8.1
CC1=NOC(=O)/C1=C/c1ccc(O)c(Cl)c1	1.3	8.1	4.9	0.8	5.5	-1.3	1.2	-0.4	-1.2
Cc1ccc(/C=N/N2CCN(C3c4ccccc4-c4ccccc43)CC2)s1	2.5	9.4	-1.3	0.0	6.5	-3.2	-4.7	3.0	3.8
CC1=NN(C(=O)CSCc2ccccc2)C(O)(c2ccc(Cl)cc2)C1 (configuration not stated)	3.6	2.0	3.1	5.3	-16.6	1.5	6.7	0.8	15.1
COc1ccc(OC)c(-c2csc(N(CC3CCCO3)C(=O)Cc3ccccc3)n2)c1 (configuration not stated)	4.3	0.3	2.5	-3.0	3.1	-5.2	-2.4	1.3	2.0
COc1ccc([C@H]2CC(=O)c3c(O)cc(O)cc3O2)cc1O	6.9	11.6	7.6	10.3	-1.1	3.3	3.0	3.0	11.7
O=C(COc1ccc(Cl)cc1[N+](=O)[O-])N/N=C/c1cccs1	1.0	4.3	-10.0	-1.6	22.4	-2.7	-0.5	0.1	3.8
